High-throughput results (PubChem BioAssay)
TDP2 absorb: blocks human TDP2 phosphodiesterase activity. O95551. recombinant TDP2, T5PNP hydrolysis, p-nitrophenol absorbance 415 nm. inhibition, % at 12.8 µM. 370,000 compounds, 0.34% hits;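 active = inhibition above the mean of all tested compounds plus 3 SD, set per campaign, cut at about 25% in these data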;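 also: 0% = DMSO with enzyme and 100% = buffer with substrate but no TDP2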
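System – recombinant human TDP2 · Amount – 120 nM TDP2 per well · Buffer or medium – Mg2+-containing Tris-HCl buffer, pH 7.5 · Reagent – T5PNP substrate, 5 mM · Dosing – 12.8 µM single point, 1% DMSO · Incubation – 2 h at 37 °C · Measured by – epi absorbance · Read-out basis – percent inhibition · Benchmarks – high control without enzyme, low control DMSO plus TDP2 · Repeats – singlicate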
TCR CD3 inh: human TCR-CD3 binding inhibition | TAMRA-labeled TCR probe fluorescence, biochemical | inhibition, % at 9.4 µM | 360,000 compounds, 0.37% hits | AID 651800; in the data active = inhibition above about 19%;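 also: recombinant mutant TCR 2C K166C tagged with TAMRA read by polarization; 0% = receptor in buffer alone and 100% = receptor with positive control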
PRMT1 FP inh: PRMT1 (human) inhibition, primary screen; Q99873; recombinant PRMT1, activity-based probe fluorescence polarization; inhibition, % at 2.79 µM; 370,000 compounds, 1.3% hits;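 active = inhibition above about 21% made by adding two undisclosed values, limit read from the data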
Rev-erbA mod: modulates human Rev-erb alpha binding to DNA | AID 1259318 | 370,000 compounds, 0.79% hits | Rev-erbα–FITC-DNA binding, fluorescence polarization, 90 min | activity, % at 10 µM;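 active = activity above about 14%, limit read from the data; passing the limit was not always enough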;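 also: 0% = DMSO wells with 35 nM protein and 100% = DMSO wells with 750 nM protein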
LEDGF integ inh: blocks HIV-1 LEDGF/p75-dependent DNA integration. TR-FRET IN-LEDGF/p75 DNA integration, Eu/Cy5. inhibition, % at 3.7 µM. 370,000 compounds, 0.64% hits. AID 743269;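 active = inhibition above the screen-wide mean plus 3 SD, cut at about 13% in these data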;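 also: signal is the Cy5 over europium emission ratio at 671 and 618 nm; 0% = plate median of compound wells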
rCAG RNA binder: r(CAG) repeat RNA binding; 370,000 compounds, 1.3% hits; TO-PRO-1 dye displacement fluorescence; AID 651821; inhibition, % at 3 µM;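 active = inhibition above the plate cutoff, the mean of all test compounds on that plate plus 3 SD, cut at about 35% in these data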;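 also: 0% = DMSO alone and 100% = 100 µM mitoxantrone as full dye displacement; higher means more dye released from RNA so lower well fluorescence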
PG9 Ab binder: binds the HIV-1 gp120 antibody PG9; TR-FRET gp120-PG9 antibody binding; inhibition, % at 6.7 µM; 360,000 compounds, 0.43% hits; AID 624416; in the data active = inhibition above about 8.5%
mABHD4 FP: inhibitors of mouse ABHD4. purified mABHD4, FP-Rh probe fluorescence polarization. AID 720543. Q8VD66. 370,000 compounds, 0.54% hits. inhibition, % at 8.92 µM;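 active = inhibition exceeding the mean over every tested compound plus 3 SD, cut at about 30% in these data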;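 also: 0% = plate median of compound wells and 100% = S159A mutant with DMSO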
Target sequence (Q8VD66 whole entry, looked up): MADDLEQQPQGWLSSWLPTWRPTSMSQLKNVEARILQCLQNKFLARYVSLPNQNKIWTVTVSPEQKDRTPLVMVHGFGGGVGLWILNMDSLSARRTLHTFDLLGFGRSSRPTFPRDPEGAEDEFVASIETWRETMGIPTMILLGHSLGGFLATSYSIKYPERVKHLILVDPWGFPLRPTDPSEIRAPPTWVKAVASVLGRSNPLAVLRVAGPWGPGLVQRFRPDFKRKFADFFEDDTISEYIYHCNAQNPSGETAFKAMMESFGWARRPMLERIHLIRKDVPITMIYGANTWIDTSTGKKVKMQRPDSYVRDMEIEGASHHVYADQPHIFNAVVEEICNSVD
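Test system: mouse ABHD4 enzyme, wild type. Reagent: FP-Rh fluorescent activity-based probe, added after compound pre-incubation. Timing: pre-incubation 45 min, probe exposure 60 min, at 25 °C. Technique: FP readout, ex 525 nm / em 598 nm. Benchmarks: high control S159A mutant with DMSO, low control median of compound wells.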
SIAE primary: inhibitors of human sialic acid acetylesterase SIAE; Q9HAT2; SIAE FP-Rh probe binding, fluorescence polarization; inhibition, % at 9.66 µM; 370,000 compounds, 0.69% hits; AID 1053197;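 active = inhibition above a cutoff: mean of compounds within the control limits plus 3 SD of those, cut at about 17% in these data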;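 also: 0% = plate median of compound wells and 100% = probe without SIAE protein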
Target sequence (Q9HAT2 whole entry, looked up): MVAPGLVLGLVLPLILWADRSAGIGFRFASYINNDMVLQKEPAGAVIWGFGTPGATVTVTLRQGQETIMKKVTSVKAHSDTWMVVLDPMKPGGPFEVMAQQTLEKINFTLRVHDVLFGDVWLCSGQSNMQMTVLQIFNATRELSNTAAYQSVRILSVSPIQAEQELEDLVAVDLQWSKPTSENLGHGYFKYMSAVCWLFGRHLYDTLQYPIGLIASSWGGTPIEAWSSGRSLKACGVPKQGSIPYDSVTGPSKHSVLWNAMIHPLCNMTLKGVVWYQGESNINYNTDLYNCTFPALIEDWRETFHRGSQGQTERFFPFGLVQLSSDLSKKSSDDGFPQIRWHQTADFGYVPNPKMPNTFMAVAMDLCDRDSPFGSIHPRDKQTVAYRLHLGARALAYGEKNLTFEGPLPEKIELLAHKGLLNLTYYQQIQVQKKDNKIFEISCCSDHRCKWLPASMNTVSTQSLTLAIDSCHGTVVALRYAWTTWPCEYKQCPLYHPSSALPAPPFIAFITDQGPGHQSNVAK
HTRA1 inhibitor: blocks human HTRA1 serine peptidase; Q92743; recombinant HTRA1, FP-rhodamine activity-based probe, fluorescence polarization; inhibition, % at 5.96 µM; 340,000 compounds, 0.5% hits; AID 504803; in the data active = inhibition above about 36%;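 also: 0% = enzyme with DMSO and 100% = wells lacking enzyme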
Starred values were filed as active, the others as inactive; nt = no result given. A portion of the library; the hit share may differ from the screen's.

Compound,TDP2 absorb,TCR CD3 inh,PRMT1 FP inh,Rev-erbA mod,LEDGF integ inh,rCAG RNA binder,PG9 Ab binder,mABHD4 FP,SIAE primary,HTRA1 inhibitor
O=C(NCCN1CCCCC1)Nc1ccccc1F,18,-6,-1,0,-2,1,1.6,2,-7,2
NC(=O)/C(=C/c1ccc2c(c1)OCO2)NC(=O)c1ccco1,0,-1,0,-2,-5,3,-0.5,-4,3,-1
Cc1ccccc1C(=O)N1CCC(C(=O)Nc2cccc(F)c2)CC1,8,0,-5,-5,-1,-1,-0.1,-5,26*,0
COc1ccc(OC)c(-c2nnc(NC(=O)C(C)Sc3nncn3C)s2)c1 (stereo not given),10,3,1,-4,-5,4,-0.8,-7,-4,-7
CS(=O)(=O)NN1C(=O)c2ccccc2NC1c1ccccc1 (stereo not given),4,-12,-1,5,-4,-1,0.4,2,5,-6
O=S(=O)(c1ccc(Cl)c2ccccc12)N1CCCC1,2,-6,6,4,2,-3,-1.8,-4,2,2
CCOC(=O)c1cn2nc(Oc3ccc(C(=O)OC)cc3)ccc2n1,-9,1,1,0,-3,-5,-1.2,0,-4,6
CN(Cc1ccccc1)C(=O)COC(=O)c1ccc2ccccc2n1,0,9,1,-2,1,-8,-2.1,3,-4,1
COc1ccc(CN(CC#Cc2ccccc2)Cc2ccccc2)c(OC)c1,2,nt,-2,1,-2,-1,nt,-9,-1,nt
O=C(O)CCSc1nnc(-c2ccncc2)n1-c1ccccc1,10,-2,4,6,3,-2,1.8,1,2,9

Profiles as entered above.
O=C(O)CCSc1nnc(-c2ccncc2)n1-c1ccccc1 in the list: TDP2 absorb = 10; TCR CD3 inh = -2; PRMT1 FP inh = 4; Rev-erbA mod = 6; LEDGF integ inh = 3; rCAG RNA binder = -2; PG9 Ab binder = 1.8; mABHD4 FP = 1; SIAE primary = 2; HTRA1 inhibitor = 9
CN(Cc1ccccc1)C(=O)COC(=O)c1ccc2ccccc2n1 in the list: TDP2 absorb = 0; TCR CD3 inh = 9; PRMT1 FP inh = 1; Rev-erbA mod = -2; LEDGF integ inh = 1; rCAG RNA binder = -8; PG9 Ab binder = -2.1; mABHD4 FP = 3; SIAE primary = -4; HTRA1 inhibitor = 1

New compounds follow
Compound,TDP2 absorb,TCR CD3 inh,PRMT1 FP inh,Rev-erbA mod,LEDGF integ inh,rCAG RNA binder,PG9 Ab binder,mABHD4 FP,SIAE primary,HTRA1 inhibitor
CCOC(=O)c1nnn(-c2nc(OC)nc(N(C)C)n2)c1-c1ccccc1,-7,4,-2,-3,1,-5,-0.3,2,4,2
CCC(=O)c1c(CC)c2n3c1CC[C@H]3CCC2,8,-5,1,9,-3,-2,-0.6,3,17*,11
COc1ccc([N+](=O)[O-])cc1NC(=O)CC(C)c1ccccc1 (stereo not given),-6,5,-3,2,3,-1,-1.6,2,-1,-20
COCCN(C/C=C/c1ccccc1)C/C=C/c1ccccc1,10,8,-8,1,2,-4,1.2,4,7,0
COc1cccc(Nc2nc(C(N)C3CCCCC3)cs2)n1 (stereo not given),-6,1,2,-2,10,14,-2.2,13,5,nt
CC1CN(C(=O)CN(C)S(=O)(=O)c2ccc3ccccc3c2)CC(C)O1 (stereo not given),8,6,-3,0,1,-5,-0.7,-5,-4,5
COc1cc(Br)cc(C=Nc2cccc(C(F)(F)F)c2)c1O,-6,4,2,-1,5,0,-1.3,4,4,19
CCNC(=S)Nc1cc(OCC)c(NC(=O)c2ccco2)cc1OCC,5,4,-1,5,3,-1,-0.6,0,9,6
Cc1onc(-c2ccccc2Cl)c1C(=O)NCc1ccc(N2CCCC2=O)cc1,-1,-7,1,-2,-1,-4,1.9,-1,-5,3
COc1ccccc1/C=C\C=N\n1c(C2CCCCC2)n[nH]c1=S,-17,2,9,2,1,11,-2.2,-19,2,-29
O=C(NCc1ccco1)C(c1ccncc1)N(CCC1=CCCCC1)C(=O)Cn1nnc2ccccc21 (stereo not given),2,0,0,2,5,-2,-1.5,1,3,-4
CCOc1ccc(NCc2nnc(SCc3ccc(Cl)cc3)n2-c2ccccc2)cc1,-7,-2,0,-6,1,-5,-2.4,6,9,-10
COc1ccccc1N1CCN(C2CCCN(C(=O)c3oc(C)cc3C)C2)CC1 (stereo not given),2,2,0,1,-3,-11,0.0,1,1,-1
Cc1ccc(SCC(=O)c2sc(-c3ccccc3)nc2C)cc1,0,-4,-4,-3,-5,-3,-0.7,-4,-4,-21
O=C(CCSCCC(=O)NCc1ccco1)NCc1ccco1,7,2,24*,-5,1,9,1.4,13,2,nt
Cn1c(=O)oc2cc(S(=O)(=O)N3CCN(c4cccc(C(F)(F)F)c4)CC3)ccc21,6,nt,2,-7,0,5,nt,0,-2,nt
CCCCCCSc1cccc(-c2nc3cc(C)ccn3c2NC2CCCCC2)c1,-3,3,-2,-4,-2,3,1.5,18,0,-6
C/C(=N\NC(=O)c1ccc(Cl)c(Cl)c1)c1ccc(Br)s1,13,0,-5,-5,2,-1,-2.3,4,9,5
CC1(C)CC2CC(C)(CN2Cc2c(O)ccc3ccccc23)C1 (stereo not given),5,5,1,0,2,3,-0.3,1,8,-9
CC(c1ccccc1)C(OC(=O)c1cccc([N+](=O)[O-])c1C(=O)O)c1ccccc1 (stereo not given),4,5,3,1,1,28,0.1,-4,1,-5

Among those listed so far, two have a CF3 group:
Compound,TDP2 absorb,TCR CD3 inh,PRMT1 FP inh,Rev-erbA mod,LEDGF integ inh,rCAG RNA binder,PG9 Ab binder,mABHD4 FP,SIAE primary,HTRA1 inhibitor
COc1cc(Br)cc(C=Nc2cccc(C(F)(F)F)c2)c1O,-6,4,2,-1,5,0,-1.3,4,4,19
Cn1c(=O)oc2cc(S(=O)(=O)N3CCN(c4cccc(C(F)(F)F)c4)CC3)ccc21,6,nt,2,-7,0,5,nt,0,-2,nt

More results follow:
Compound,TDP2 absorb,TCR CD3 inh,PRMT1 FP inh,Rev-erbA mod,LEDGF integ inh,rCAG RNA binder,PG9 Ab binder,mABHD4 FP,SIAE primary,HTRA1 inhibitor
O=C(c1ccccc1F)N1CCc2ccccc21,4,3,-3,4,2,-2,1.8,-7,6,-2
CC(C)NS(=O)(=O)c1ccc(CCC(=O)NCc2ccncc2)cc1,-12,-5,-1,4,-4,4,-0.6,-1,0,1
Cc1cc(NC(=O)CCC(=O)N(CC(=O)NCC2CCCO2)c2cccc(C)c2C)no1 (stereo not given),-11,-7,9,-1,-7,-6,1.8,-14,-3,6
CCCCCn1c(CN2CCN(C)CC2)nc2c1c(=O)n(C)c(=O)n2C,-5,-3,-4,-1,2,-1,-0.4,30*,2,5
COc1cc(OC)cc(-c2c(C#Cc3ccsc3)c3cc(-c4ccc(N(C)C)nc4)ccc3n2C)c1,5,-8,0,6,1,7,0.7,2,1,2
Cc1ccc(C(=O)OCC(=O)c2ccc(Br)cc2)cc1S(=O)(=O)N1CCOCC1,7,6,2,-5,-2,4,-0.1,7,-1,-13
C[C@@H](C(=O)Nc1ccccc1N1CCOCC1)N1C(=O)C2CCCCC2C1=O (stereo not given in full),-9,-4,4,-4,4,1,3.0,-7,-1,-1
Cc1ccc(S(=O)(=O)N2CCC(C(=O)Nc3ccc4c(c3)COC4=O)CC2)cc1,-3,0,4,1,-6,12,0.1,2,-6,-21
COc1ccc(S(=O)(=O)N2CCCC(C(=O)NCc3cccnc3)C2)cc1 (stereo not given),3,8,-5,-5,-1,1,-1.2,-3,-5,2
Cc1cc(O)ccc1N/C=C(\C#N)c1nc2ccccc2o1,-1,0,-1,0,1,19,-2.4,3,-3,8
CC(C)(C)c1ccc(NC(=O)CCNC(=O)c2ccco2)cc1,-5,4,-1,1,-3,-1,-0.4,4,6,-8
COc1ccc(-n2nnnc2SCC(=O)NCCc2ccccc2)cc1OC,-2,-1,1,6,-5,-6,2.0,-1,-2,0
O=C(NC1CCCCC1)c1ccc(CNc2ccccc2)o1,-3,-5,3,1,0,-6,-0.1,9,-2,-11
CCC1c2ccc(C)n2CCN1C(=O)Nc1ccc(F)cc1 (stereo not given),-5,13,10,-1,0,-2,0.3,-9,0,-1
CC1CN(CC(=O)NCc2ccccc2)CC(C)O1 (stereo not given),5,5,-2,-2,0,2,-1.0,5,4,2
O=C(CN(Cc1ccc2c(c1)OCO2)C(=O)CNC(=O)c1ccco1)NC1CCCCC1,-3,8,-2,-5,-1,-4,-2.0,4,3,6
CCOc1ccc(/C=N/OCC(=O)Nc2cc(C)on2)cc1,1,-4,1,-1,-7,1,0.9,-1,-5,2
N#Cc1c(Cl)cccc1-n1ccnc1,4,9,1,0,-2,-2,0.8,-1,3,9

Some entries already given with just Rev-erbA mod and TCR CD3 inh.
smiles,Rev-erbA mod,TCR CD3 inh
CC1CN(CC(=O)NCc2ccccc2)CC(C)O1 (stereo not given),-2,5
O=C(CN(Cc1ccc2c(c1)OCO2)C(=O)CNC(=O)c1ccco1)NC1CCCCC1,-5,8
